Source: PubChem BioAssay
Growth percent in the NCI-60 one-dose screen (48 h, 10 µM unless noted): 100 = growth as untreated, 0 = no growth, -100 = all killed.
MALME-3M: MALME-3M melanoma; 78,000 compounds, 5.8% hits; AID 1794766
UACC-257: UACC-257 melanoma; 78,000 compounds, 4.4% hits
UACC-62: UACC-62 melanoma; AID 1794756; 81,000 compounds, 5.4% hits
T-47D: T-47D breast cancer. 79,000 compounds, 5% hits. AID 1794792
BT-549: BT-549 breast cancer | 78,000 compounds, 4.4% hits | AID 1794793
MCF7: MCF7 breast cancer; 82,000 compounds, 6.3% hits
HS 578T: HS 578T breast cancer. 78,000 compounds, 4.1% hits
LOX IMVI: LOX IMVI melanoma. AID 1794757. 79,000 compounds, 7.4% hits
* marks the source's active call; other numbers are inactive results; & = joins results of further samples. The calls were made as follows: active = growth percent below 10; inactive = the rest.

Screening CCOP(=O)(OCC)C(NC(=O)c1ccc([N+](=O)[O-])cc1)C1=NCCS1 (stereo unspecified) returned MALME-3M 96.0, UACC-257 104.0, UACC-62 103.2, T-47D 94.2, BT-549 109.8, MCF7 99.1, HS 578T 87.2 and LOX IMVI 101.3.
Screening Clc1ccc(NC2=NCCN=C(Nc3ccc(Cl)c(Cl)c3)SS2)cc1Cl returned MALME-3M 87.7, UACC-257 93.7, UACC-62 89.1, T-47D 58.0, MCF7 26.6, HS 578T 104.8 and LOX IMVI 85.6.
`O=C(CSc1nc2ccccc2c(=O)n1-c1ccccc1)Nc1cccc(C(=O)/C=C/c2ccccc2)c1` gave MALME-3M 100.9, UACC-257 99.8, UACC-62 88.7, T-47D 76.8, BT-549 112.4, MCF7 19.0, HS 578T 92.5 and LOX IMVI 86.1.
Screening COc1ccc2sc(-n3nc4nc5n(c(=O)c4c3N)-c3ccccc3Sc3ccccc3-5)nc2c1 returned UACC-257 89.6, UACC-62 64.1, T-47D 29.2, BT-549 73.2, MCF7 54.2, HS 578T 90.6 and LOX IMVI 79.8.
Screening CC(C)Cc1cccc2c1CCCC2 returned MALME-3M 105.6, UACC-257 100.1, UACC-62 101.6, T-47D 101.8, BT-549 96.5, MCF7 97.9 and HS 578T 99.6.
NN=C(c1ccc(Cl)cc1)c1ccc(Cl)cc1 was read as MALME-3M 120.7, UACC-257 94.5, UACC-62 100.3, T-47D 107.5, MCF7 99.6 and LOX IMVI 77.1.
Screening CCOC(=O)CC(=O)Nc1sc(CC)cc1C(=O)OCC returned MALME-3M 102.6, UACC-257 106.8, UACC-62 81.0, T-47D 79.0, BT-549 121.0, MCF7 60.3 and HS 578T 66.2.
For N#C/C(=C\c1cn[nH]c1-c1ccccc1)C(=O)Nc1sc2c(c1C#N)CCC2 the results were MALME-3M 108.2, UACC-257 103.0, UACC-62 96.8, T-47D 89.3, BT-549 102.6, MCF7 93.7, HS 578T 100.3 and LOX IMVI 98.8.
For CC(=O)N(CCN(C)C)Cc1ccccc1 the results were MALME-3M 108.5, UACC-257 87.1, UACC-62 108.1, T-47D 104.6, BT-549 110.1, MCF7 97.9, HS 578T 100.0 and LOX IMVI 104.0.
Screening O=C(O)CCC(C(=O)O)N1C(=O)/C(=C/C(Cl)=C/c2ccccc2)SC1=S (stereo unspecified) returned MALME-3M 86.0, UACC-257 98.3, UACC-62 91.8, T-47D 97.2, BT-549 110.9, MCF7 92.5, HS 578T 95.8 and LOX IMVI 86.0.
Cc1cc(C)c(S(=O)(=O)O)c(C)c1Nc1ccc(Nc2c(C)cc(C)c(S(=O)(=O)O)c2C)c2c1C(=O)c1ccccc1C2=O was read as MALME-3M 118.8, UACC-257 100.1, UACC-62 106.6, T-47D 96.5, BT-549 118.8, MCF7 101.3, HS 578T 90.3 and LOX IMVI 98.3.
CCC(CC)C(=O)OC(C)COc1ccccc1 (stereo unspecified) was read as MALME-3M 113.7, UACC-257 93.8, T-47D 91.0, BT-549 95.7, MCF7 100.1, HS 578T 107.3 and LOX IMVI 105.2.
Screening COc1cc(CCC(=O)O)on1 returned UACC-257 90.9, UACC-62 100.5, T-47D 109.0, BT-549 125.4, MCF7 100.4, HS 578T 109.9 and LOX IMVI 96.8.
COc1ccc(-c2cc3c(nn2)-c2ccccc2C3=O)cc1 was read as MALME-3M -21.1*, UACC-257 69.6, UACC-62 84.7, T-47D 77.5, BT-549 89.7, MCF7 16.2, HS 578T 102.7 and LOX IMVI 43.3.
`Cn1c(=O)c2c(nc(NC3=NS(=O)(=O)c4ccccc43)n2CC(=O)N2CCc3ccccc32)n(C)c1=O` gave MALME-3M 103.1, UACC-257 94.9, UACC-62 97.6, T-47D 91.3, BT-549 91.7, MCF7 103.3, HS 578T 97.0 and LOX IMVI 91.2.
`C/C=C/CCC(C)=O` gave MALME-3M 110.6, UACC-257 98.2, UACC-62 102.5, T-47D 102.0, BT-549 103.4, MCF7 99.6, HS 578T 120.5 and LOX IMVI 90.5.
`N#C/C(=C\c1ccc(N2CCCCC2)cc1)C(=O)Nc1sc2c(c1C#N)CCCC2` gave MALME-3M 97.6, UACC-257 94.9, UACC-62 90.0, T-47D 90.6, BT-549 103.8, MCF7 90.4, HS 578T 103.5 and LOX IMVI 95.8.
`O=c1c(-c2nc3ccccc3s2)cc2c(n1NS(=O)(=O)c1ccccc1)CCCCCC2` gave MALME-3M 96.2, UACC-257 94.2, UACC-62 94.5, T-47D 98.4, BT-549 97.9, MCF7 96.8, HS 578T 93.0 and LOX IMVI 95.8.
For O=C(Nc1cc(Nc2ncccc2-c2ncnc3nc[nH]c23)ccc1F)c1cc(C(F)(F)F)cc(C(F)(F)F)c1 the results were MALME-3M -58.4*, UACC-257 -0.6*, UACC-62 -23.6*, T-47D 11.1, BT-549 -25.2*, MCF7 -2.7*, HS 578T -19.1* and LOX IMVI -69.4*.
CN1C(=O)N(C)C2NN3C(=O)C=C(c4ccccc4)SC3=NC21 (stereo unspecified) was read as MALME-3M 113.8, UACC-257 109.7, UACC-62 106.0, T-47D 91.2, BT-549 97.0, MCF7 93.6, HS 578T 106.8 and LOX IMVI 99.9.

Three structures out of the list, ordered by number of heavy atoms, lowest first.
Screening COc1cc(CCC(=O)O)on1 returned UACC-257 90.9, UACC-62 100.5, T-47D 109.0, BT-549 125.4, MCF7 100.4, HS 578T 109.9 and LOX IMVI 96.8.
`O=c1c(-c2nc3ccccc3s2)cc2c(n1NS(=O)(=O)c1ccccc1)CCCCCC2` gave MALME-3M 96.2, UACC-257 94.2, UACC-62 94.5, T-47D 98.4, BT-549 97.9, MCF7 96.8, HS 578T 93.0 and LOX IMVI 95.8.
For O=C(Nc1cc(Nc2ncccc2-c2ncnc3nc[nH]c23)ccc1F)c1cc(C(F)(F)F)cc(C(F)(F)F)c1 the results were MALME-3M -58.4*, UACC-257 -0.6*, UACC-62 -23.6*, T-47D 11.1, BT-549 -25.2*, MCF7 -2.7*, HS 578T -19.1* and LOX IMVI -69.4*.

The list continues.
`O=C1N=c2cc3c(cc2=C/C1=C/c1sc(=S)n(Cc2ccco2)c1O)OCO3` gave MALME-3M 92.9, UACC-257 90.9, UACC-62 94.8, T-47D 84.0, BT-549 97.2, MCF7 78.3, HS 578T 74.8 and LOX IMVI 84.1.
CCCCCCCCCCCC(O)C(C)(C)C (stereo unspecified) was read as MALME-3M 120.9, UACC-257 102.2, UACC-62 104.7, T-47D 106.0, BT-549 110.7, MCF7 94.3, HS 578T 103.5 and LOX IMVI 102.2.
`O=S(=O)(Nc1ccc2ccccc2c1)N1CCCCC1` gave MALME-3M 63.3, UACC-257 61.1, UACC-62 56.0, T-47D 50.3, BT-549 47.3, MCF7 49.0, HS 578T 47.5 and LOX IMVI 51.8.
Screening COc1ccc(C2CC(=O)Nc3nc(N)sc32)cc1 (stereo unspecified) returned MALME-3M 94.6, UACC-257 94.4, UACC-62 107.6, T-47D 90.5, BT-549 111.5, MCF7 116.7, HS 578T 94.5 and LOX IMVI 101.5.
`Cc1cccc(OCC(O)CN2CCN(c3ccccc3)CC2)c1` (stereo unspecified) gave MALME-3M 87.1, UACC-257 110.9, UACC-62 89.9, T-47D 93.1, BT-549 107.5, MCF7 88.1 and HS 578T 100.4.
For Cc1ccc(Cc2cnc(NC(=O)CN3C(=O)/C(=C\c4ccccc4)SC3=S)s2)cc1 the results were MALME-3M 104.3, UACC-257 107.0, UACC-62 98.4, T-47D 98.8, BT-549 117.2, MCF7 95.8, HS 578T 102.3 and LOX IMVI 98.6.
O=C1CSC(=Nc2ccc(Cl)cc2Cl)N1 was read as MALME-3M 106.0, UACC-257 94.7, UACC-62 97.9, T-47D 99.7, BT-549 98.7, MCF7 96.6, HS 578T 99.3 and LOX IMVI 95.1.
Screening Cn1c(=O)c2c(nc(N3CCCCC3)n2C)n(C)c1=O returned MALME-3M 108.3, UACC-257 118.6, UACC-62 95.3, T-47D 91.5, BT-549 106.8, MCF7 124.4, HS 578T 95.9 and LOX IMVI 63.1.
For CC(C)n1c(=O)[nH]c(=O)n1C(C)C the results were MALME-3M 115.7, UACC-257 109.7, UACC-62 112.7, T-47D 89.8, BT-549 103.7, MCF7 105.5 and LOX IMVI 104.4.
For O=c1c2cc(F)ccc2sc2c(NCCCO)nc3ccccc3c12 the results were MALME-3M 115.7, UACC-257 114.5, UACC-62 76.8, T-47D 60.2, BT-549 79.0, MCF7 62.3, HS 578T 98.6 and LOX IMVI 72.8.

Continued; the last 2 above are carried over.
For CC(C)n1c(=O)[nH]c(=O)n1C(C)C the results were MALME-3M 115.7, UACC-257 109.7, UACC-62 112.7, T-47D 89.8, BT-549 103.7, MCF7 105.5 and LOX IMVI 104.4.
For O=c1c2cc(F)ccc2sc2c(NCCCO)nc3ccccc3c12 the results were MALME-3M 115.7, UACC-257 114.5, UACC-62 76.8, T-47D 60.2, BT-549 79.0, MCF7 62.3, HS 578T 98.6 and LOX IMVI 72.8.
O=C(CO[N+](=O)[O-])Nc1ccc(C(=O)/C=C/c2ccc(Cl)cc2)cc1 was read as MALME-3M 79.1, UACC-257 61.2, UACC-62 49.2, T-47D 55.5, BT-549 18.9, MCF7 1.6*, HS 578T 89.7 and LOX IMVI -60.9*.
`COc1ccc(CCNC(=O)/C=C\C(=O)O)cc1OC` gave MALME-3M 100.2, UACC-62 109.4, T-47D 89.9, BT-549 98.4, MCF7 88.8, HS 578T 112.1 and LOX IMVI 98.0.
Screening O=C1CCC(=O)N1N1C(=O)CCC1=O returned MALME-3M 77.1&115.7, UACC-257 113.2&98.7, UACC-62 101.1&93.1, T-47D 96.7&100.7, BT-549 101.8&109.3, MCF7 110.1&96.0, HS 578T 103.4&118.5 and LOX IMVI 102.2&104.0.
`Cc1nn(-c2ccccc2)c2ncn(/N=C/c3ccccc3)c(=N)c12` gave MALME-3M 91.0, UACC-257 99.5, UACC-62 86.0, T-47D 91.3, BT-549 91.7, MCF7 91.4, HS 578T 102.8 and LOX IMVI 102.1.
Screening COc1ccc2cc(-c3ccnc4c(N=Nc5ccccc5)c(-c5ccccc5)nn34)ccc2c1 returned MALME-3M 93.9, UACC-257 86.2, UACC-62 73.9, T-47D 95.1, BT-549 104.2, MCF7 86.9, HS 578T 87.6 and LOX IMVI 99.1.
`O=C(CC1C(=O)N(C2CCCCC2)c2nc3ccccc3n21)Nc1cccc(F)c1` (stereo unspecified) gave MALME-3M 100.5, UACC-257 97.0, UACC-62 81.1, T-47D 87.5, BT-549 108.9, MCF7 86.2, HS 578T 90.7 and LOX IMVI 96.1.
Screening C=CCOc1ccnc(OCC=C)n1 returned MALME-3M 110.0, UACC-257 97.5, UACC-62 101.1, T-47D 109.9, BT-549 100.8, MCF7 97.4, HS 578T 113.5 and LOX IMVI 86.9.
For CC(C)OP(=O)(CCC(=O)c1c[nH]c2ccccc12)OC(C)C the results were MALME-3M 97.2, UACC-62 97.0, T-47D 89.5, BT-549 116.9, MCF7 100.2, HS 578T 86.6 and LOX IMVI 96.2.
Screening O=c1onc(-c2cc3ccccc3nc2Cl)n1-c1ccccc1 returned MALME-3M 95.0, UACC-257 93.4, UACC-62 74.4, T-47D 77.3, BT-549 99.6, MCF7 86.6, HS 578T 89.6 and LOX IMVI 94.2.
COc1cc(-c2nnc(/C=C/c3cn(-c4ccccc4)nc3-c3ccc(C)cc3)o2)cc(OC)c1OC was read as MALME-3M 74.6, T-47D 67.9, BT-549 86.1, MCF7 94.0, HS 578T 79.0 and LOX IMVI 84.9.
Screening C1CCC(OCCOC2CCCCO2)OC1 (stereo unspecified) returned MALME-3M 117.6, UACC-257 108.2, UACC-62 98.9, T-47D 93.0, BT-549 93.8, MCF7 98.1 and LOX IMVI 95.7.
Screening CC1(C)Oc2cc3oc(=O)ccc3cc2C[C@@H]1OCCNc1nnc(-c2ccccc2)s1 returned MALME-3M 90.6, UACC-257 84.4, UACC-62 84.2, T-47D 88.7, BT-549 111.1, MCF7 83.1, HS 578T 98.6 and LOX IMVI 86.2.
CC(=O)Nc1ccc2c(O)cc(S(=O)(=O)O)cc2c1 was read as MALME-3M 106.7&108.9, UACC-257 95.2&99.6, UACC-62 91.9&115.1, T-47D 94.6&105.2, BT-549 107.6&119.7, MCF7 102.8&92.8, HS 578T 101.7 and LOX IMVI 90.6&102.2.
`Cc1ccc(OC(=O)c2ccccc2Cl)cc1` gave MALME-3M 93.8, UACC-257 113.4, UACC-62 90.5, T-47D 110.4, BT-549 108.1, MCF7 97.1, HS 578T 73.1 and LOX IMVI 99.8.
C/C(=C\C(C)c1ccccc1)[N+](=O)[O-] (stereo unspecified) was read as MALME-3M 98.0, UACC-257 99.4, UACC-62 90.0, T-47D 103.8, BT-549 117.0, MCF7 104.9, HS 578T 109.8 and LOX IMVI 93.7.
`CC1(C)CC(=O)C2=C(C1)N(CCc1ccc(S(N)(=O)=O)cc1)C1=C(C(=O)CC(C)(C)C1)C2c1ccc(Br)cc1` gave MALME-3M 98.0, UACC-257 98.5, UACC-62 77.9, T-47D 98.1, BT-549 111.9, MCF7 87.9, HS 578T 99.1 and LOX IMVI 95.2.
Cc1ccc(C)c(S(=O)(=O)NC2c3ccccc3Oc3ccccc32)c1 was read as MALME-3M 93.2, UACC-257 109.5, UACC-62 95.1, T-47D 72.1, BT-549 101.8, MCF7 90.8, HS 578T 107.4 and LOX IMVI 94.1.
For Cc1cccc(NC(=O)NNC(=O)c2ccncc2)c1NC(=O)NNC(=O)c1ccncc1 the results were UACC-257 114.4, UACC-62 115.2, T-47D 89.0, BT-549 108.8, MCF7 111.6, HS 578T 120.6 and LOX IMVI 97.5.
